LDHA block = blocks human lactate dehydrogenase A; activity change, % (values are at about 110 or 230 µM); actives 0.15% (n = 480,000); purified LDHA, NADH/diaphorase-resazurin fluorescence; stronger effect = lower value; P00338; in the data active means activity change below about -30%; inconclusive means mostly about -25% to -30%;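 further: plate controls were DMSO wells for no effect and wells without enzyme for full effect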
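LDH5 2 nM; NADH 0.06 mM, pyruvate 0.2 mM; 200 mM Tris pH 7.4, EDTA, Tween-20; 5 min RT. Detection: diaphorase 0.133 mg/mL + resazurin 37 µM, fluorescence ex540/em590 at 0 and 20 min; normalized to enzyme-free and DMSO wells.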
ERG-DNA inh = inhibitors of human ERG Ets domain-DNA interaction | fluorescence polarization, His-ERG Ets domain / labelled DNA | Potency, µM (titrated, usually from 76.9 µM), without a hit: at the top dose FP activity, negative = inhibition, hits mostly inhibitors | actives 0.028% (n = 370,000) | AID 624246; active means well fitted inhibition curve with a large enough effect in the polarisation, with a control signal flat; inconclusive means small, poorly fitted or top-dose-only effect, or effect the other way, or a change in a side signal; inactive means no such curve, though single readings can be large or run the other way; the % refers to the polarisation;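 further: polarization taken with two DNA probes labelled with fluorescein and Texas red; potency means the concentration at half of the fitted maximal effect; % of control where 0% means no effect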
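His-tagged ERG Ets domain (1 uM in the protein solution; 300mM KCl, 50mM Tris-HCl, 1mM EDTA, 1mM DTT, pH 7.5) received compound, then a probe mix of 5 nM fluorescein-DNA and 100nM Texas-615-DNA. Fluorescence polarization was read for both dyes.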
Vif-A3G inh = blocks the Vif interaction with human APOBEC3G | Q9HC16 | HeLa A3G-eYFP + Vif (tagged APOBEC3G with the HIV-1 protein that degrades it), YFP fluorescence, overnight | Potency, µM (doses to about 46.1 µM), for inactives: top-dose activity, negative = active, usual class: inhibitors | actives 0.076% (n = 410,000);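 further: potency means the concentration at half of the fitted maximal effect; on the % scale 0 is the no-effect control and ±100 the full control effect; nearly all actives have a fitted effect of over 60% in size; hits raise eYFP signal because A3G escapes Vif-driven loss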
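Read-out is eYFP fluorescence (Ex 488/Em 500-530) from Vif-expressing HeLa A3G-eYFP cells; more signal means A3G escaped Vif-mediated degradation. Cells plated overnight, compound pinned in, incubated overnight at 37 deg C.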
Vif-APOBEC3F blk = Vif-A3F binding inhibition. Potency, µM (top dose mostly 46.1 µM), inactives show at the highest dose activity, negative = active. actives 0.2% (n = 390,000). HeLa A3F-eYFP + Vif (tagged APOBEC3F with the HIV-1 protein that degrades it), YFP fluorescence increase. AID 602313; further: potency means the concentration at half of the fitted maximal effect; % of control where 0% means no effect; nearly all actives have a fitted effect of over 65% in size
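Fluorescence increase (Ex 488/Em 500-530) after overnight compound treatment at 37 deg C flags inhibition of Vif-driven A3F-eYFP loss in stable HeLa A3F-eYFP/Vif cells seeded overnight beforehand.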
D2 antag = D2 dopamine receptor (human) antagonism | inhibition, % at 10 µM | P14416 | HEK293 TREx D2 cells, calcium flux, dopamine EC80 | actives 2% (n = 340,000); in the data active means inhibition above about 30%; further: 0% is about no effect
Target sequence (P14416 whole entry, looked up): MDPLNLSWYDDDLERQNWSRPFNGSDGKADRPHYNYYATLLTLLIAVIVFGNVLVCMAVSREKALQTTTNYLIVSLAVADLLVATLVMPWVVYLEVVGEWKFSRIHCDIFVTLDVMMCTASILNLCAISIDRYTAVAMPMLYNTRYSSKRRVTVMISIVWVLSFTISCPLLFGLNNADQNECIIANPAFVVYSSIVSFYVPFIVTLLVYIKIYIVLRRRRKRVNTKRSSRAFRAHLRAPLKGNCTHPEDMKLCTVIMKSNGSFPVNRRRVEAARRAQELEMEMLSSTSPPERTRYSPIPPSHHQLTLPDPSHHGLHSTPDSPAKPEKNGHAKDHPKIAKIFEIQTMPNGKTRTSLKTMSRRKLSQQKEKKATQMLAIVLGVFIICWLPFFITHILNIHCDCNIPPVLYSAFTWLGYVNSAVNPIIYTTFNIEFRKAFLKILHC
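Calcium mobilization kinetics were recorded at 1 s intervals in tetracycline-induced HEK293 T-REx D2 cells, first for 180 s after compound addition and then 180 s after EC80 dopamine.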
ALOX12 inh = ALOX12 (human) lipoxygenase inhibition; actives 1.1% (n = 580,000); purified 12hLO, xylenol orange hydroperoxide absorbance; AID 1671190; P18054; Potency, µM (top dose mostly 108 µM), for the others: at the top dose activity change, negative = inhibition, actives largely listed as inhibitors; further: potency means the concentration at half of the fitted maximal effect; on the % scale 0 is the no-effect control and ±100 the full control effect
Target sequence (P18054 whole entry, looked up): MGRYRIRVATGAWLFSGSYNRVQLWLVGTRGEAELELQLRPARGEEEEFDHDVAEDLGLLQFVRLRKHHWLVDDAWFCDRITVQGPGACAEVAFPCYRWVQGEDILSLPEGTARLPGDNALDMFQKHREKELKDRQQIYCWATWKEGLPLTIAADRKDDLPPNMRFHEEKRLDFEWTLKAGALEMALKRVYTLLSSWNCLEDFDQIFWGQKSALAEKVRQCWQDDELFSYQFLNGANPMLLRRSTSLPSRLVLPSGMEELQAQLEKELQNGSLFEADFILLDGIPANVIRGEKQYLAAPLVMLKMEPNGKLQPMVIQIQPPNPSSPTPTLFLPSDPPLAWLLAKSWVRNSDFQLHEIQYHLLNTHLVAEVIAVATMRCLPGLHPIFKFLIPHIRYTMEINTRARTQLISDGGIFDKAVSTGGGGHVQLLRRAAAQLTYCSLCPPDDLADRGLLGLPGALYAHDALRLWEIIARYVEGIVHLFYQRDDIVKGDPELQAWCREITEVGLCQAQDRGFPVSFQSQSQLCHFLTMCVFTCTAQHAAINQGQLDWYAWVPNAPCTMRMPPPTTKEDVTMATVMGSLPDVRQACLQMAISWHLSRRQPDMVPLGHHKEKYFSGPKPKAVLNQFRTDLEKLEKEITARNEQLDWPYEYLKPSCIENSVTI
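Hydroperoxide product was detected by ferrous iron/xylenol orange as the 573 to 405 nm absorbance ratio. Arachidonic acid at 40 uM (final) was turned over for 30 min at room temperature by 150 nM human 12hLO, pH 7.0 Hepes buffer, after 15 min compound preincubation.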
GRP78 ERSR act = ER stress response induction in glioma; U87-MG GRP78 promoter luciferase reporter, 16 h; Potency, µM, without a hit: at the top dose activation, hits mostly activators; actives 0.02% (n = 420,000); further: potency means the concentration at half of the fitted maximal effect; series mostly up to about 76 µM; % of control where 0% means no effect; nearly all actives have a fitted effect of over 35% in size
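Stably transfected U87-MG glioma cells carrying a GRP78-based luciferase sensor; 16 h compound incubation. Luminescence end-point read 10 min after Bright-Glo addition at room temperature.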
RGS4 inh = inhibitors of human regulator of G protein signaling 4; P49798; Transcreener GDP fluorescence polarization, RGS4-accelerated GTP hydrolysis; actives 0.039% (n = 390,000); Potency, µM (titrated, usually from 114 µM), for inactives: at the top dose activity change, negative = inhibition, actives largely listed as inhibitors; further: potency means the concentration at half of the fitted maximal effect; on the % scale 0 is the no-effect control and ±100 the full control effect; nearly all actives have a fitted effect of over 75% in size; some results filed as inactive show a strong effect at the top dose
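MLSMR compounds (23 nl, pin-transferred) preincubated 10 min at room temperature with a 500nM (2x) first reagent, then RGS4 at 900nM (2x) plus Transcreener GDP mix added; fluorescence polarization (620/688 nm) read before and after 90 min at 30 °C.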
D2 agonist = D2 dopamine receptor (human) agonism | AID 485358 | actives 0.53% (n = 340,000) | HEK293 T-REx D2 cells, calcium flux agonist mode | activation, % at 2 µM;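 active means activation over 3 SD above normal in the single-dose calcium agonist read, cut at about 30% in these data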; further: 0% is about no effect
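HEK293 Trex D2 cells, tetracycline-induced, o/n 30 C 5% CO2; no-wash Ca dye, RT 30–90 min; 10-cycle baseline, 23 nl cpd added, kinetic Ca read 180 s; agonist hits = positive Ca response.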
An asterisk follows results filed as active; ? = inconclusive; . = no result given; & = joins results of further samples; [ ] = dose if it differs, or a comment. Unless noted, the call rests on the fitted dose curve; in most records, active means well fitted curve in the direction sought with a large enough effect; inconclusive means small, poorly fitted or top-dose-only effect, or another doubt; inactive means no such curve, though single readings can be large; an effect the other way counts as inactive or inconclusive. An excerpt (hit frequency here may not be typical).

1	CC1=C(C(=O)OCc2ccccc2)C(c2ccc(C#N)cc2)NC(=O)N1CCCC(=O)O (stereo not drawn)
2	NC(c1csc(NC(=O)Nc2ccccc2Cl)n1)C1CCCCC1 (stereo not drawn)
3	O=C1CC(=Nc2ccccc2)NN1c1ccccc1
4	CCC(C)(C)NC(=O)C(c1ccccc1)N(Cc1cccnc1)C(=O)c1csnn1 (stereo not drawn)
5	O=C(CCC(=O)N/N=C/c1ccccc1O)NCc1ccccc1
6	NCc1ccccc1CS(=O)(=O)N1CCOCC1
7	CC(=O)c1cccc(S(=O)(=O)N2CCC(c3nc4ccccc4[nH]3)CC2)c1
8	CC(C)Cn1c(=O)c(C(=O)NCc2ccc3c(c2)OCO3)c(O)c2ccccc21
9	CCCCS(=O)CC(O)COCC (stereo not drawn)
10	NC(=O)C1=C[C@H](c2ccc(C(F)(F)F)cc2)C[C@H](OCc2ccc(CO)cc2)O1

compound no.	1	2	3	4	5	6	7	8	9	10
LDHA block	3	-19	-5	0	0	-1	-9	-2	-7	8
ERG-DNA inh	-1%	.	-4%	0%	0%	-5%	?	1%	-2%	-17%
Vif-A3G inh	2%	-14%	-3%	-5%	-8%	1%	1%	-6%	-1%	0%
Vif-APOBEC3F blk	0%	.	6%	-1%	-3%	4%	11%	-2%	-7%	-4%
D2 antag	12	.	.	-19	2	.	4	1	-11	-6
ALOX12 inh	-5%	2%	0%	?	-12%	199%[activator]	5%	0%	-12%	0%
GRP78 ERSR act	-4%	-7%	-2%	-3%	0%	-4%	-3%	-5%	-5%	2%
RGS4 inh	5%	.	1%	11%	9%	-13%	1%	-44%	-18%	-14%
D2 agonist	-0.7	.	.	-1.7	0.9	.	-2.0	1.9	0.4	0.4

11	COc1ccc(C)cc1NC(=O)C1CCCCN1S(=O)(=O)c1ccccc1 (stereo not drawn)
12	O=C(CCCc1cccs1)Nc1nc(-c2ccc(F)cc2)cs1
13	O=C(CN(Cc1ccccc1)C(=O)CCC(=O)Nc1ccccn1)NCCc1ccccc1
14	O=c1cc(NS(=O)(=O)c2ccccc2)nc(SCc2ccc(Cl)cc2)[nH]1
15	COc1ccc(-c2cc(C(F)F)n3ncc(C(=O)N4CCSCC4)c3n2)cc1
16	COc1ccc(CCN(C)C2CCCN(C(=O)c3ccnn3C)C2)cc1OC (stereo not drawn)
17	Cc1ccc(S(=O)(=O)c2cc3c(=O)n4ccccc4nc3n(C3CCCCC3)c2=N)cc1
18	CCCCn1c(SCc2nc(N)nc(N3CCCCC3)n2)nc2c1c(=O)n(C)c(=O)n2C
19	CC(=O)c1sc(NC(=O)C2=NN(c3ccccc3)C(=O)CC2)nc1C
20	N#C/C(=C\c1ccccc1O)C(=O)Nc1cccnc1

compound no.	11	12	13	14	15	16	17	18	19	20
LDHA block	-1	-7	-1	-6	-3	-7	-7	-7	-5	-7
ERG-DNA inh	-4%	1%	-21%	-9%	7%	-9%	-2%	.	32%[activator]	11%
Vif-A3G inh	4%	-1%	3%	-1%	3%	-7%	2%	0%	-5%	2%
Vif-APOBEC3F blk	1%	3%	-1%	-23%	8%	-14%	-8%	-4%	-7%	0%
D2 antag	.	-1	-6	-13	10	-1	-15	-14	-3	0
ALOX12 inh	0%	-10%	?	4%	-73%	13%	479%[activator]	-9%	-14%	13%
GRP78 ERSR act	-6%	-6%	-4%	-3%	7%	-3%	-1%	-5%	-1%	-7%
RGS4 inh	-10%	8%	-1%	-1%	21%	30%	18%	-5%	-2%	-6%
D2 agonist	.	-0.9	-0.2	-0.9	0.4	1.0	-0.2	-0.1	-0.2	-1.2

21	C=CCNc1nc(-c2ccc3c(c2)OCCO3)cs1
22	CCN1CCN(C(CNS(=O)(=O)c2cccs2)c2cccnc2)CC1 (stereo not drawn)
23	CCN(CC)CCCNC(=S)N(Cc1cccs1)Cc1cc2cc3c(cc2[nH]c1=O)OCCO3
24	O=C1C=C(c2ccc(C(=O)O)c(Cl)c2)C[C@@H](c2ccc3c(c2)OCO3)C1
25	COc1cc(/C=N\NC(=O)c2nonc2N)c(OC)cc1Br
26	CCCCN(C)C(=O)C1CCC(CNS(=O)(=O)c2ccc3c(c2)CC(C)N3C(=O)C2CC2)CC1 (stereo not drawn)
27	O=C(O)C(CCc1ccccc1)(Cc1ccccc1)C(=O)O
28	CCOC(=O)N1CCN(C(=O)C2CCN(Cc3nc(-c4ccccc4C)oc3C)CC2)CC1
29	O=C(N/N=C/c1ccco1)c1ccc(Br)o1
30	COc1ccc(-n2nnnc2C(C2CC2)N2CCN(C/C=C/c3ccccc3)CC2)cc1 (stereo not drawn)

compound no.	21	22	23	24	25	26	27	28	29	30
LDHA block	-2	-3	-1	3	0	1	-6	-1	-5	-3
ERG-DNA inh	-5%	2%	2%	-15%	13%	7%	13%	11%	.	.
Vif-A3G inh	2%	-1%	-2%	-6%	?	-13%	-8%	-2%	1%	-1%
Vif-APOBEC3F blk	-8%	0%	0%	3%	-4%	-1%	?	-5%	-13%	.
D2 antag	.	8	-12	.	-10	12	.	-44	-2	.
ALOX12 inh	?	-6%	-22%	?	-11%	-2%	-7%	338%[activator]	9%	40µM*
GRP78 ERSR act	-5%	-1%	-5%	3%	-3%	0%	1%	-2%	1%	-3%
RGS4 inh	-15%	10%	-19%	-11%	-2%	5%	-2%	-4%	-12%	.
D2 agonist	.	0.9	-0.1	.	-4.1	-0.4	.	-1.4	0.5	.

Structures from the list above containing an aryl thioether with sulfur outside any ring (2):
14	O=c1cc(NS(=O)(=O)c2ccccc2)nc(SCc2ccc(Cl)cc2)[nH]1
18	CCCCn1c(SCc2nc(N)nc(N3CCCCC3)n2)nc2c1c(=O)n(C)c(=O)n2C

compound no.	14	18
LDHA block	-6	-7
ERG-DNA inh	-9%	.
Vif-A3G inh	-1%	0%
Vif-APOBEC3F blk	-23%	-4%
D2 antag	-13	-14
ALOX12 inh	4%	-9%
GRP78 ERSR act	-3%	-5%
RGS4 inh	-1%	-5%
D2 agonist	-0.9	-0.1

(next part)
31	Cc1ccccc1NC(=O)C(=O)NCC(c1ccc2c(c1)OCO2)N1CCN(c2ccccc2)CC1 (stereo not drawn)
32	CCOC(=O)N1CCN(C(=O)c2cc(COc3cccc(C(F)(F)F)c3)on2)CC1
33	CC(=O)C1C(c2ccc(Cl)cc2)c2c(noc2C)CC1(C)O (stereo not drawn)
34	CC1=Nc2cc(C(=O)NC3CCCCC3)ccc2Sc2ccc(Cl)cc21
35	Cc1ccc(C(O)CN2C3=NCCN3c3ccccc32)cc1 (stereo not drawn)
36	O=C(COc1cccnc1[N+](=O)[O-])Nc1cccc2ccccc12
37	Cc1nc(SCC(=O)NCC(F)(F)F)c2c(-c3cccs3)csc2n1
38	COc1ccccc1Cc1c(-c2ccc(OC)c(OC)c2)nc2c(C)cc(Br)cn12
39	O=C(c1cc2cc([N+](=O)[O-])ccc2oc1=O)n1cccn1
40	O=C(N/N=C/c1cccc(O)c1)c1ccc(NC(=O)c2cccc([N+](=O)[O-])c2)cc1

compound no.	31	32	33	34	35	36	37	38	39	40
LDHA block	6	-4	1	-13	-4	-3	-6	-1	0	-5
ERG-DNA inh	-2%	-20%	-7%	2%	-2%	-26%[15.4 µM]	12%	.	1%	6%
Vif-A3G inh	8%	3%	2%	?	3%	-7%	2%	-6%	0%	-11%
Vif-APOBEC3F blk	-8%	2%	-5%	-20%	-6%	2%	-7%	.	20%	-7%
D2 antag	.	-6	-14	.	13	-3	-6	.	-5	-8
ALOX12 inh	-3%	-3%	11%	-18%	0%	.	0%	?	?	2%
GRP78 ERSR act	-2%	4%	-3%	-6%	-9%	-5%	-1%	-3%	-1%	-1%
RGS4 inh	6%	-10%	0%	-19%	-8%	?	29%	.	-9%	1%
D2 agonist	.	-0.9	0.8	0.4	0.2	-0.2	-1.5	.	1.9	-0.9

As entered above:
For D2 agonist, CC1=Nc2cc(C(=O)NC3CCCCC3)ccc2Sc2ccc(Cl)cc21 is entered as 0.4
For ALOX12 inh, CCOC(=O)N1CCN(C(=O)c2cc(COc3cccc(C(F)(F)F)c3)on2)CC1 is entered as -3%

Additional structures follow:
41	CC1(C)CC[C@]2(C(=O)O)CC[C@]3(C)C(=CC[C@@H]4[C@@]5(C)CC[C@H](O)C(C)(C)[C@@H]5CC[C@]43C)[C@@H]2C1
42	COc1ccccc1C1CC(c2ccccc2)=NN1C(=O)c1ccccc1 (stereo not drawn)
43	COCC(C)n1c(C)cc(C(=O)COC(=O)c2ccc3c(c2)NC(=O)CS3)c1C (stereo not drawn)
44	COCCOC(=O)C1=C(C)N=C2SCCC(=O)N2C1c1cccc(Br)c1 (stereo not drawn)
45	Cc1noc(C)c1NC(=O)Nc1ccc2c(c1)C(=O)N([C@@H](C)CO)C[C@@H](C)[C@H](CN(C)C(=O)Nc1cccc3ccccc13)OCCCC[C@H](C)O2

compound no.	41	42	43	44	45
LDHA block	-10	1&-13	3	0	4
ERG-DNA inh	-5%	-3%	5%	-7%	.
Vif-A3G inh	1%	-13%	-1%	1%	-4%
Vif-APOBEC3F blk	-1%	10%	-1%	-7%	0%
D2 antag	3	21	.	.	.
ALOX12 inh	-1%	0%&-3%	-9%	-30%	-57%
GRP78 ERSR act	-1%	0%	-5%	-1%	3%
RGS4 inh	4%	-10%	-7%	27%	.
D2 agonist	-0.4	-0.6	.	.	.

Screening data as filed in PubChem.
